All columns: NCI-60 one-dose screen, growth in % after 48 h at 10 µM unless noted; 100 = growth as untreated, 0 = no growth, -100 = all killed.
UACC-257: UACC-257 melanoma; hit rate 4.4% among 78,000; AID 1794764
A549/ATCC: A549/ATCC NSCLC | hit rate 3.7% among 81,000
SK-MEL-28: SK-MEL-28 melanoma; hit rate 4.1% among 81,000; AID 1794761
M14: M14 melanoma | hit rate 6.2% among 80,000
HOP-92: HOP-92 NSCLC cells. hit rate 6.3% among 71,000
EKVX: EKVX NSCLC; hit rate 3% among 71,000; AID 1794765
UACC-62: UACC-62 melanoma | hit rate 5.4% among 81,000
SK-MEL-5: SK-MEL-5 melanoma. AID 1794755. hit rate 6.4% among 80,000
* marks the source's active call; other numbers are inactive results; x = no result given; & = joins results of further samples; [ ] = remark or other dose. The calls were made as follows: active = growth percent below 10; inactive = the rest.

(1) CCCCSC1=C(Cl)CN(c2ccc(Cl)cc2)C1=O
(2) Nc1ncnc2c1c(-c1ccc(Oc3ccccc3)cc1)nn2C[C@@H]1SSC[C@@H]1O
(3) COc1cc(C(=O)O)ccc1OC(C)=O
(4) NNc1ccc2ccccc2c1
(5) COc1ccc(/C=C2\N=C3N(N/C(=N\n4c(-c5ccccc5)cc(C)cc4=S)N3c3ccccc3)C2=O)cc1
(6) Oc1cc2oc3cc(O)c(O)cc3c2cc1O
(7) O=C(Nc1ccc(Cn2nnc3c(F)cccc32)cc1)c1ccc([N+](=O)[O-])cc1
(8) Cc1ccc(S(=O)(=O)NCCNc2nccc(-c3c(-c4cccc([N+](=O)[O-])c4)nc4sccn34)n2)cc1

assay / entry	1	2	3	4	5	6	7	8
A549/ATCC	101.8	22.1	74.8	105.8&102.4	102.7	100.2	62.0	46.1
SK-MEL-28	101.6	2.7*	77.5	114.0&111.3	104.9	118.5	82.2	93.0
HOP-92	96.6	-4.5*	92.9	95.6&97.0	98.1	x	93.6	63.2
M14	96.5	-85.1*	109.5	96.8&89.6	99.4	105.6	85.2	60.9
SK-MEL-5	98.3	-86.4*	95.6	87.6&89.3	100.1	100.6	17.4	18.1
UACC-62	93.4	-81.1*	107.8	99.9&78.0	87.9	114.5	62.2	46.3
UACC-257	107.0	14.6	65.5	104.6&106.8	102.6	101.5	48.0	70.4
EKVX	100.9	25.2	77.3	93.0&76.7	81.6	x	46.4	65.4

Single records (already shown). Order of values: A549/ATCC, SK-MEL-28, HOP-92, M14, SK-MEL-5, UACC-62, UACC-257, EKVX
Profile of NNc1ccc2ccccc2c1 → 105.8&102.4, 114.0&111.3, 95.6&97.0, 96.8&89.6, 87.6&89.3, 99.9&78.0, 104.6&106.8, 93.0&76.7
Profile of COc1ccc(/C=C2\N=C3N(N/C(=N\n4c(-c5ccccc5)cc(C)cc4=S)N3c3ccccc3)C2=O)cc1 → 102.7, 104.9, 98.1, 99.4, 100.1, 87.9, 102.6, 81.6
Profile of Cc1ccc(S(=O)(=O)NCCNc2nccc(-c3c(-c4cccc([N+](=O)[O-])c4)nc4sccn34)n2)cc1 → 46.1, 93.0, 63.2, 60.9, 18.1, 46.3, 70.4, 65.4
Profile of CCCCSC1=C(Cl)CN(c2ccc(Cl)cc2)C1=O → 101.8, 101.6, 96.6, 96.5, 98.3, 93.4, 107.0, 100.9

The list continues.
(9) CC(=O)Nc1nc(C)c(-c2csc(Nc3cccc(O)c3)n2)s1
(10) COc1ccc(C(=S)N2CCN(c3cccc(C)c3)CC2)cc1OC
(11) O=C1CCC23C=CC(O2)C2(Nc4ccccc4NC2=O)c2c(Cl)cccc2N13 (stereo not drawn)
(12) N#CCCNC1CCCCC1
(13) O=S(=O)(Nc1ccc(Cl)nn1)c1ccc(NC(=S)Nc2ccccc2O)cc1
(14) O=C1CCCCN1CCCCC#Cc1cccc(C#Cc2cccs2)c1
(15) CN1C(=O)C2(SCC(C(=O)NC(C)(C)CC(C)(C)C)N2C(=O)C2CCCCC2)c2ccccc21 (stereo not drawn)
(16) O=C(O)C(c1ccccc1)C1(O)CCCCCC1 (stereo not drawn)

assay / entry	9	10	11	12	13	14	15	16
A549/ATCC	106.0	59.4	113.5	x	98.2	85.0	84.8	102.8
SK-MEL-28	110.1	75.7	106.7	108.9	107.4	95.9	102.4	114.2
HOP-92	140.6	81.0	92.7	99.5	84.3	82.8	90.2	110.2
M14	108.8	38.4	90.9	108.9	104.8	x	99.0	99.8
SK-MEL-5	101.0	60.2	109.4	103.1	93.8	53.5	96.6	102.3
UACC-62	106.0	64.0	91.0	98.1	89.3	42.3	87.3	102.5
UACC-257	106.8	77.7	126.1	91.5	104.1	48.3	91.4	105.6
EKVX	111.9	102.1	91.7	108.6	88.9	105.0	96.2	102.8

(17) N/C(=N\C(N)=N\c1nc2ccccc2s1)c1ccc(Cl)nc1
(18) COc1ccc(Cc2nn3cc(-c4ccccc4)nc3s2)cc1
(19) Cc1nc(-c2ccc(Cl)cc2)ccc1-c1nnc(SCC(=O)O)o1
(20) N#Cc1c(-c2ccc(Cl)cc2)nc(SC(=O)c2ccccc2)[nH]c1=O
(21) COc1cc(OC)c(/C=C/c2c3ccccc3cc[n+]2C)c(OC)c1
(22) CC(C)N=C(N/C(N)=N/c1nc2ccccc2s1)NC(C)C
(23) CCN(CC)CCOCCn1c(C)ccc1C
(24) COc1cc(/C=N\NC(=O)c2ccc3nc(-c4ccc(Br)cc4)[nH]c3c2)cc(OC)c1OC

assay / entry	17	18	19	20	21	22	23	24
A549/ATCC	104.4	101.3	101.8	108.2	14.7	69.3	x	72.5
SK-MEL-28	108.5	95.2	105.3	112.9	30.1	74.6	105.0	30.2
HOP-92	131.2	98.8	93.3	80.4	36.6	30.8	x	34.4
M14	111.0	100.5	97.5	100.6	41.7	58.0	97.4	38.3
SK-MEL-5	95.4	96.6	99.9	102.5	-14.0*	62.5	95.0	27.5
UACC-62	90.1	89.6	94.1	99.8	15.7	61.4	x	28.1
UACC-257	113.0	101.6	104.7	112.4	-16.7*	87.9	90.7	33.1
EKVX	109.1	92.5	89.7	106.6	x	67.6	72.3	78.2

(25) COc1ccc(C(=O)Nc2ccc(-c3cc(=O)c4c(OC)c(OC)c(OC)cc4o3)cc2)cc1
(26) N/C(=N\N=C\c1ccc([N+](=O)[O-])cc1)c1c(N)nc(=S)[nH]c1-c1ccc(Cl)cc1Cl
(27) COc1cc2c(=O)n(C3CCN(C)CC3)c3c4cc[nH]c4ncc3c2cc1OC
(28) CCCCCCCCCCC(O)CN1CCN(c2ccccc2)CC1 (stereo not drawn)
(29) CC(C)CCC[C@@H](C)[C@H]1CC[C@H]2[C@@H]3CC=C4C[C@@H](C(C(=O)O)C(=O)O)CC[C@]4(C)[C@H]3CC[C@]12C
(30) O=S(=O)(NCCCNc1cc(-c2c(-c3cccc(O)c3)nc3sccn23)ccn1)c1ccc(Br)cc1
(31) c1ccc([C@@H]2C[C@@H]3Cc4ccc5ccccc5c4N2O3)cc1
(32) Cc1oc(-c2ccccc2Cl)cc1C(=O)Nc1nccs1

assay / entry	25	26	27	28	29	30	31	32
A549/ATCC	90.9	100.5	54.4	100.8	-51.7*	74.5	90.2	84.7
SK-MEL-28	105.1	113.0	92.6	109.6	-49.6*	84.5	104.1	91.5
HOP-92	81.0	2.0*	58.0	88.7	8.2*	152.8	77.9	79.2
M14	104.0	101.7	66.2	105.8	-72.9*	69.6	102.4	96.1
SK-MEL-5	103.2	104.5	56.5	99.2	-96.0*	62.6	93.2	98.9
UACC-62	96.1	84.7	77.7	95.3	-53.4*	74.7	74.3	83.8
UACC-257	101.4	104.3	95.4	112.3	-49.8*	82.6	100.0	97.0
EKVX	106.0	98.9	83.3	100.6	-32.4*	74.6	87.2	74.5

(33) Nc1c(C(=O)Nc2cccc(Cl)c2)sc2ncc(Br)cc12
(34) COc1ccc(-n2nc(C(=O)NCC(=O)Nc3nc4cc(OC)ccc4s3)c3ccccc3c2=O)cc1
(35) CCCCCCCC(=O)NC(O)C(Cl)(Cl)C(C)Cl (stereo not drawn)
(36) O=[N+]([O-])C1[C@H](c2c[nH]c3ccccc23)c2c([nH]c3ccccc23)[C@H]1c1c[nH]c2ccccc12 (stereo partly drawn)
(37) O=C(CCN1CCCCC1)c1ccc([N+](=O)[O-])o1
(38) N#CCC(=O)Nc1sc2c(c1C(N)=O)CCCC2
(39) CCN(CC)CCCCCNc1cc(O)cc2cccnc12
(40) O=C1OC(Cc2ccccc2)(c2ccccc2)c2ccccc21 (stereo not drawn)

assay / entry	33	34	35	36	37	38	39	40
A549/ATCC	34.6	0.5*	96.2	x	105.8	89.7	115.9	95.2
SK-MEL-28	89.2	21.1	106.2	101.1	119.2	112.0	119.9	112.5
HOP-92	78.5	-34.9*	84.2	85.3	105.3	101.2	115.1	82.7
M14	79.9	44.3	96.4	87.7	109.6	106.9	106.7	90.3
SK-MEL-5	95.6	48.9	100.5	82.9	101.1	94.5	108.2	101.9
UACC-62	99.5	31.2	103.7	67.2	103.1	99.5	107.9	92.5
UACC-257	96.0	-4.8*	98.4	x	98.1	x	119.7	107.7
EKVX	x	30.4	98.2	74.2	107.8	83.0	124.5	87.7

(41) O=C(O)CC1(c2ccccc2)OC(=O)c2ccccc21 (stereo not drawn)
(42) Cc1nn(C(N)=S)c(C)c1N=Nc1ccc2oc(=O)ccc2c1
(43) CC1(C)CC(=O)C2=C(C1)N(c1ccc(OC(F)(F)F)cc1)C(N)=C(C#N)C2c1ccc(Br)s1 (stereo not drawn)
(44) O=C(NCc1ccccc1)c1ccc2c(c1)NC(=O)[C@@H]1CCCN21
(45) CC1=NN(c2ccccc2)C(=O)C1C(=S)SC1CC(=O)NC1=O (stereo not drawn)
(46) CC(=O)OCC1OC(OC2C(COC(C)=O)OC(OC(C)=O)C(OC(C)=O)C2OC(C)=O)C(OC(C)=O)C(OC(C)=O)C1OC(C)=O (stereo not drawn)
(47) Cc1cnc([C@]23CCC(C)(C)C[C@H]2C2=CC[C@@H]4[C@@]5(C)Cc6c([nH]c7ccccc67)C(C)(C)[C@@H]5CC[C@@]4(C)[C@]2(C)CC3)o1
(48) COc1cc(-c2n[nH]nc2-c2ccncc2)cc(OC)c1OC

assay / entry	41	42	43	44	45	46	47	48
A549/ATCC	102.2	96.4	81.3	106.3	117.5	107.0&97.7&88.2&95.4	64.5[100 µM]	67.9
SK-MEL-28	114.8	97.2	99.3	103.4	109.7	96.5&112.5&104.0&112.4	41.1[100 µM]	121.0
HOP-92	83.9	112.0	89.0	102.4	x	186.7&85.6&115.4&98.7	54.2[100 µM]	72.6
M14	101.3	93.8	81.2	95.8	93.7	100.9&102.6&103.4	26.7[100 µM]	103.6
SK-MEL-5	109.3	96.0	78.1	101.0	103.0	103.0&94.5&98.1&100.5	69.2[100 µM]	106.5
UACC-62	106.6	93.8	85.1	93.7	104.5	92.5&100.0&92.6&96.3	36.9[100 µM]	88.9
UACC-257	98.2	89.2	79.9	104.0	x	101.7&99.5&102.2&97.8	76.5[100 µM]	x
EKVX	114.6	61.9	78.6	100.7	x	117.1	92.0[100 µM]	101.6

(49) O=Cc1ccccc1OCC(=O)O
(50) Cn1c(=O)c2[nH]c(NCc3ccc(Cl)cc3)nc2n(C)c1=O
(51) O=C(Nc1ccc(Br)cc1)Nc1ccc(F)c(C(=O)c2c[nH]c3ncc(Br)cc23)c1F
(52) COc1ccc(C(=S)N2CCOCC2)cc1
(53) Cc1nc2cc(Nc3nc(Cl)nc(Nc4ccc(F)cc4)n3)ccc2n1Cc1ccccc1
(54) COc1ccc(-c2nnc(CNc3ccc(Cl)cc3)o2)cc1O
(55) Cn1c(=O)c(C#N)c(-c2ccco2)n2c(=S)[nH]nc12
(56) CCOC(=O)C1=C(C(=O)c2ccccc2)C(c2cccc(OC)c2)NC(=S)N1 (stereo not drawn)

assay / entry	49	50	51	52	53	54	55	56
A549/ATCC	110.4	110.0	61.7	107.8	86.7	96.6	106.9	101.6
SK-MEL-28	106.1	111.2	74.9	108.4	106.0	114.8	109.5	103.6
HOP-92	94.8	81.6	59.0	99.3	50.7	83.0	92.5	117.7
M14	98.4	110.0	36.0	x	108.8	100.2	103.8	98.6
SK-MEL-5	109.7	111.8	85.7	101.0	92.4	x	101.6	101.2
UACC-62	91.2	95.7	47.2	105.8	82.4	82.4	91.9	98.4
UACC-257	136.1	x	84.1	98.0	89.7	101.8	31.9	108.9
EKVX	104.9	100.3	91.0	98.9	x	85.4	112.6	100.8

(57) CC(=O)CN1CCCCC1
(58) C(#Cc1ccccc1C#Cc1ccccn1)c1ccc(OCCCCCCOc2ccc(C#Cc3ccccc3C#Cc3ccccn3)cc2)cc1
(59) COc1ccc(C(=O)/C=C/c2ccc(C)cc2)cc1OC
(60) Nc1cc(-c2ccc3c(c2)OCCO3)nn1-c1nc2ccccc2[nH]1
(61) CCc1cc(O)cc(C)c1Cl
(62) O=C(c1ccccc1)C1(O)Oc2ccccc2C1=O (stereo not drawn)
(63) c1ccc(-c2ccc(-c3nc4ncccn4c3NCCN3CCOCC3)cc2)cc1
(64) C=CCOCCN(CC)CC

assay / entry	57	58	59	60	61	62	63	64
A549/ATCC	95.6	25.3	36.3	92.4	103.9	110.3	91.0	109.3
SK-MEL-28	96.0	81.8	87.4	100.5	106.6	116.7	101.8	115.1
HOP-92	109.2	9.5*	52.5	101.1	96.7	x	87.5	94.7
M14	100.6	23.4	99.2	92.2	94.5	102.6	93.5	93.8
SK-MEL-5	106.5	20.6	74.0	90.0	102.8	100.8	99.1	104.0
UACC-62	92.9	23.9	68.1	86.8	101.6	109.1	95.6	105.7
UACC-257	110.9	34.2	x	101.9	107.2	118.4	90.5	107.2
EKVX	99.8	42.5	93.0	73.0	121.4	96.2	95.5	107.7

Copied from the list:
UACC-62 result of cpd 59 : 68.1
HOP-92 result of cpd 60 : 101.1
EKVX result of cpd 58 : 42.5
SK-MEL-28 result of cpd 64 : 115.1

Additional structures follow:
(65) CCCCCCCCCCCCCCCCCCC(CO)CO
(66) COC1CC(N)C2OC(c3ccccc3)OCC2O1 (stereo not drawn)
(67) COc1ccc(OC)c(-c2c(C#N)c(-c3ccccc3)nc3c2c(-c2ccccc2)nn3-c2ccccc2)c1
(68) Cc1ccc(S(=O)(=O)n2cc(C=O)c3ccccc32)cc1
(69) O=C(O)c1ccc(-c2nn(-c3ccc(C(F)(F)F)cc3)cc2CNc2cccc(F)c2)cc1
(70) O=c1c2ccccc2n(CC(O)CN2CCCC2)c2c(Br)cccc12 (stereo not drawn)
(71) C1=C(c2ccccc2)CCCCC1
(72) O=C(O)c1ccccc1/C=N/NC(=O)c1cnc2n(c1=O)CCCCC2

assay / entry	65	66	67	68	69	70	71	72
A549/ATCC	95.5	97.9	91.3	99.8	86.2	87.0	102.0	101.1
SK-MEL-28	108.4	105.1	100.6	98.5	107.3	96.9	114.7	102.8
HOP-92	106.5	135.9	81.6	x	111.6	90.2	x	100.2
M14	101.7	106.5	106.1	89.6	102.2	98.7	112.0	101.9
SK-MEL-5	101.6	105.2	93.7	96.8	89.3	96.8	98.6	98.6
UACC-62	104.3	100.7	70.7	72.1	98.1	119.2	106.8	95.7
UACC-257	95.9	95.4	102.6	95.7	114.4	98.6	107.3	103.9
EKVX	x	x	97.1	100.7	93.4	99.1	x	94.9
